Screening data from PubChem BioAssay.
Scp-1 inhibitor: Scp-1 (human) phosphatase inhibition; Q9GZU7; Recombinant Scp1, phosphopeptide, malachite green phosphate absorbance; inhibition, % at 20 µM; hit rate 0.88% among 340,000;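 active means inhibition above about 50% at 20 µM, limit read from the data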;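 further: plate controls were DMSO wells with enzyme for no effect and wells lacking enzyme for full effect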
Target sequence (Q9GZU7 76-261 limits assumed): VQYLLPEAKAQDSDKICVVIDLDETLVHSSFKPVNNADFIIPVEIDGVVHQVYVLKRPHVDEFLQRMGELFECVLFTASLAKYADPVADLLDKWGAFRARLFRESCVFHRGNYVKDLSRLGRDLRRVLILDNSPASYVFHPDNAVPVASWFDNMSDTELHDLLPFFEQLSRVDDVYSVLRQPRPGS
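Material – SCP-1 phosphatase catalytic domain, residues 76-261 · Buffer or medium – Acidic Tris acetate buffer with magnesium and detergent · Also added – Phospho 17-mer peptide substrate · Compound – single 20 µM dose, 1% DMSO · Times – 45 min room-temperature reaction, 5 min colour, 30 min stabiliser · Technique – Phosphate-binding colour reagent, absorbance read at 630 nm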
LMPTP block: LMPTP (human) inhibition | recombinant LMPTP-A, OMFP fluorogenic substrate, fluorescence intensity | inhibition, % at 20 µM | hit rate 0.22% among 360,000 | AID 651560;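 active means compounds that cut the enzyme signal by at least half of the control window in the single-dose screen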;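 further: plate controls were DMSO wells with enzyme plus substrate for no effect and substrate without enzyme for full effect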
Target sequence (P24666 whole entry, looked up): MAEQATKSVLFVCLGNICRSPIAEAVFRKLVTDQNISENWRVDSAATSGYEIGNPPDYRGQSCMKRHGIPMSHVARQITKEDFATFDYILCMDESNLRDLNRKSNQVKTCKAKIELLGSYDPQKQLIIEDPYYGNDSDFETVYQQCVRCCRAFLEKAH
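Assay system: LMPTP-A phosphatase enzyme | Input: 0.625 nM enzyme | Also added: Fluorogenic phosphatase substrate OMFP at 400 µM final | Compound dosing: One test concentration per compound, 20 µM, with 3% DMSO overall | Schedule: 50 min enzyme reaction at room temperature, protected from light | Signal: Fluorescence intensity | Benchmarks: no-enzyme and uninhibited controls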
STEP inh: inhibitors of human striatal-enriched phosphatase STEP. P54829. recombinant STEP, OMFP fluorogenic substrate, fluorescence. inhibition, % at 20 µM. hit rate 0.25% among 360,000. AID 588621;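 active means inhibition at 20 µM, scaled per plate between control wells, above about 37%, limit read from the data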;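 further: 0% = DMSO with enzyme and substrate and 100% = substrate only without enzyme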
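Test system: STEP tyrosine phosphatase / Reagent: OMFP at 25 µM / Doses: 20 µM, 1% DMSO / Read-out: percent inhibition scaled to no-enzyme and uninhibited-enzyme controls, plate-pattern corrected / Detection: FITC-channel fluorescence of OMFP product / Medium: Bis-Tris buffer pH 6.0, 2.5 mM DTT, 0.005% Tween 20 / Schedule: 20 min at room temperature, dark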
DNMT1 inh: DNMT1 (human) enzyme inhibition. DNMT1 molecular beacon, Hinp1I cleavage, fluorescence. inhibition (reported as % activation of signal), % at 10 µM. hit rate 0.83% among 360,000. AID 588458; in the data active means inhibition above about 50%
Tb MetRS inh: Trypanosoma brucei MetRS inhibition; purified T. brucei MetRS, ATP depletion, Kinase-Glo luminescence; inhibition, % at 11.9 µM; hit rate 0.4% among 360,000; AID 624268;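 active means inhibition above a per-plate cutoff of the control wells' mean inhibition plus 3 SD, cut at about 5.5% in these data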;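 further: 0% = DMSO wells median and 100% = median of wells with control inhibitor compound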
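Test system – parasite MetRS enzyme · Reagent – substrates ATP, L-methionine and bulk Escherichia coli tRNA · Doses – 11.9 µM compound single dose, 0.9% DMSO · Times – 15 min enzyme-compound preincubation, 2 h reaction, 10 min detection, 25 °C · Signal – Kinase-Glo luminescence, ATP depletion format · Controls – DMSO-only wells as low control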
NadD inh: NadD (S. aureus) enzyme inhibition; inhibition, % at 20 µM; hit rate 0.78% among 360,000; purified NadD enzyme, colorimetric absorbance read-out; in the data active means inhibition above about 26%; further: some compounds past the cut are filed as inactive
SUMO1-SIM PPI: SUMO1-SIM interaction modulation. P63165. SUMO1 binding to a labelled peptide, TR-FRET, 1 h. inhibition, % at 20 µM. hit rate 0.33% among 360,000; in the data active means inhibition above about 37%
Target sequence (P63165 whole entry, looked up): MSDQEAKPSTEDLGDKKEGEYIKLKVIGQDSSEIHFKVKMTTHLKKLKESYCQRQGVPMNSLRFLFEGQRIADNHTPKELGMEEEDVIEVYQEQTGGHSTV
CSN deneddyl inh: blocks human CSN-mediated cullin deneddylation. hit rate 0.38% among 360,000. inhibition, % at 12.5 µM. Q92905. Purified CSN, SCF-Nedd8-OG deneddylation, fluorescence polarization;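 active means pattern-corrected inhibition above about 35%, with an unprinted fluorescence ratio check between 0.5 and 1.5, limit read from the data, passing the limit was not always enough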;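 further: 0% = enzyme with substrate and 100% = substrate without enzyme; some results filed as inactive read as strong as hits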
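Test system: purified human Csn5 enzyme expressed in HEK293T cells. Amount: 0.24 nM enzyme. Reagent: SCFSkp2-Nedd8OG substrate at 10 nM final. Schedule: 90 min incubation of compound, enzyme and substrate at room temperature. Detection: fluorescence polarization. Read-out: % inhibition of substrate cleavage by Csn5.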
MsrA inhibitor: inhibits bovine methionine sulfoxide reductase A | hit rate 0.75% among 360,000 | purified bovine MsrA, absorbance read-out | inhibition, % at 15.5 µM; in the data active means inhibition above about 4.5%;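 further: 0% = vehicle wells with enzyme and 100% = reference inhibitor wells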
Rpn11 inh: inhibitors of human proteasome Rpn11; human 26S proteasome, Ub4-pepOG fluorescence polarization; 20S core pre-blocked with epoxomicin; O00487; hit rate 0.59% among 360,000; calls only at 20 µM; AID 588493;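 active means inhibition at 20 µM, scaled to each plate's controls, above about 33%, limit read from the data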
Target sequence (O00487 whole entry, looked up): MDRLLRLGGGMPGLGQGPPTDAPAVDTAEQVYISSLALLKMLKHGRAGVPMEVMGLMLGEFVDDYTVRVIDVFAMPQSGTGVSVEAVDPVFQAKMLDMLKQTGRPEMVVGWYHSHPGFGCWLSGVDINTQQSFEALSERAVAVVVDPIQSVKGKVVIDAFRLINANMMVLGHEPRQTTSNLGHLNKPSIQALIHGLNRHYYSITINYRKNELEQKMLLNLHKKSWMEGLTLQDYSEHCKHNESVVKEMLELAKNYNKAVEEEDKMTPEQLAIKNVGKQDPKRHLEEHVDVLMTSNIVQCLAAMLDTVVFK
* marks the source's active call; other numbers are inactive results; i = inactive; . = no result given; + = active, no number.

1. CC(Oc1ccc(C(C)(C)C)cc1)C(=O)NCC(c1ccco1)N1CCCC1 (centres undefined)
2. COc1ccc(OC)c(NC(=O)CCCNC(=O)Cn2cnc3sc(C)c(C)c3c2=O)c1
3. CN1CCN(C(=O)c2ccc(Cl)c(S(=O)(=O)N3CCCCCC3)c2)CC1
4. CCCc1oc2c(c(=O)c1CC)C(=O)CC(C)(C)C2
5. Cc1c(NC(=O)c2cccc(NC(=O)Cc3c(F)cccc3Cl)c2)c(=O)n(-c2ccccc2)n1C
6. FC(F)(F)C1CC(c2cccs2)Nc2ncnn21 (centres undefined)

entry no.,1,2,3,4,5,6
Scp-1 inhibitor,-3,-7,2,-5,15,4
LMPTP block,-0.9,-0.4,0.0,-2.4,3.2,-1.5
STEP inh,-3,0,0,-2,0,-5
DNMT1 inh,2,-3,0,0,-2,-1
Tb MetRS inh,-0.4,0.8,-1.0,0.4,-0.4,-0.6
NadD inh,-6,4,1,5,7,-7
SUMO1-SIM PPI,-1,2,0,3,-3,0
CSN deneddyl inh,-2,1,-8,0,-8,-4
MsrA inhibitor,0.5,0.2,0.2,-0.1,0.0,-0.9
Rpn11 inh,i,i,i,i,i,i

7. COC(=O)c1cnc(SC)nc1C
8. COc1ccc(C(C)(O)c2nc(-c3cccc(F)c3)cs2)cc1 (centres undefined)
9. O=C1NC(=Nc2ccc(Cl)cc2)SC1Cc1cc(Cl)ccc1Cl (centres undefined)
10. O=C(CCN1C(=O)/C(=C/c2ccccc2Cl)SC1=S)Nc1ccccc1C(=O)O
11. CCOc1cc(C2C3=C(CC(C)(C)CC3=O)N(CCOC)C3=C2C(=O)CC(C)(C)C3)ccc1OC
12. CCC(C)NC(=O)CN(C)S(=O)(=O)c1ccc2c(c1)c(=O)n(C)c(=O)n2C (centres undefined)

entry no.,7,8,9,10,11,12
Scp-1 inhibitor,-4,.,1,-4,54*,-10
LMPTP block,-1.0,0.7,0.7,2.1,-1.2,-0.3
STEP inh,-5,-6,-4,4,-1,1
DNMT1 inh,4,14,25,8,0,-2
Tb MetRS inh,0.3,-0.2,0.6,-0.8,0.0,0.1
NadD inh,0,-2,-3,8,10,-1
SUMO1-SIM PPI,4,-3,0,5,-2,-2
CSN deneddyl inh,6,-1,-6,9,0,67
MsrA inhibitor,-1.3,0.2,0.0,1.2,0.1,0.2
Rpn11 inh,i,i,i,i,i,i

13. CCOC(=O)C(=O)Nc1cc([N+](=O)[O-])ccc1C
14. Cc1cc(C)n2[nH]c(=O)cc2n1
15. COc1cc(NC(=O)CCCNC(=O)Cn2cnc3sc(C)c(C)c3c2=O)cc(OC)c1OC
16. O=C(COc1ccc2c(-c3ccccc3)cc(=O)oc2c1)NCCN1CCOCC1
17. COc1cccc(CC(NC(C)=O)C(=O)NC2CCN(S(=O)(=O)c3ccc(F)cc3)CC2)c1OC (centres undefined)
18. CN1OC[C@@H]2CN(S(=O)(=O)c3cccc4ccccc34)[C@H](c3ccc(-c4cccnc4)cc3)C[C@@H]21

entry no.,13,14,15,16,17,18
Scp-1 inhibitor,2,.,4,-8,-1,.
LMPTP block,-0.9,-1.9,1.0,0.2,0.7,0.6
STEP inh,-4,-5,-2,0,-1,1
DNMT1 inh,1,-2,3,0,6,-1
Tb MetRS inh,-1.1,-0.2,-0.1,-0.6,0.1,-0.6
NadD inh,-1,4,-10,-1,1,14
SUMO1-SIM PPI,-12,7,6,-20,-1,-5
CSN deneddyl inh,-6,1,0,4,-1,5
MsrA inhibitor,-0.1,-0.1,0.0,1.5,-1.6,0.3
Rpn11 inh,i,i,i,i,i,i

19. O=C(COc1c(CO)cc(Br)cc1CO)NC1CCCc2ccccc21 (centres undefined)
20. Cc1c(NS(=O)(=O)c2ccc(NC(=O)CCC(=O)O)cc2)c(=O)n(-c2ccccc2)n1C
21. CCCCC(O)(CCCC)C(=O)NN(C(=O)c1cccnc1Cl)c1ccccc1
22. COc1cccc(Cn2cnc(-c3ccccc3OC)c2-c2ccco2)c1
23. Cc1cccc2c1cnn2C(=O)Nc1ccccc1Cl
24. Cc1ccc(C)c2c1[nH]c1ccccc12

entry no.,19,20,21,22,23,24
Scp-1 inhibitor,-5,4,-5,.,-9,-2
LMPTP block,-1.3,-1.7,-0.6,1.4,-0.1,3.7
STEP inh,-1,0,0,.,-2,-4
DNMT1 inh,3,0,2,.,1,-6
Tb MetRS inh,-1.3,-0.5,-0.1,-0.2,-1.1,0.0
NadD inh,-1,-5,5,10,-1,6
SUMO1-SIM PPI,-3,-1,-3,4,-3,-4
CSN deneddyl inh,-9,-3,-1,6,4,2
MsrA inhibitor,-1.1,-0.6,-0.7,0.7,-0.3,-0.8
Rpn11 inh,i,i,i,.,i,i

25. Cc1cccc(N2CCN(C(=O)CSc3nc4ccccc4nc3N3CC(C)OC(C)C3)CC2)c1C (centres undefined)
26. O=S1(=O)CC(N2CCCCC2)CN1Cc1cn(Cc2ccc(Cl)cc2)nn1 (centres undefined)
27. COc1cccc(C2c3c(C)nn(-c4ccc([N+](=O)[O-])cc4)c3N=C3C(=O)Nc4ccccc4N32)c1 (centres undefined)
28. COc1ccc(-c2nc(N)ncc2-c2csc(C)n2)c(O)c1
29. O=C1[C@H]2[C@@H](c3ccccc3)N[C@]3(CCCN(Cc4ccco4)C3=O)[C@H]2C(=O)N1Cc1ccccc1
30. COc1ccccc1CN(C)C(=O)c1cccc(S(=O)(=O)N2CCc3ccccc3C2)c1

entry no.,25,26,27,28,29,30
Scp-1 inhibitor,-7,.,-6,3,.,-15
LMPTP block,5.7,-0.8,4.0,-1.2,-1.5,2.7
STEP inh,4,.,1,-2,-2,-1
DNMT1 inh,-5,.,-13,0,4,0
Tb MetRS inh,-0.1,-0.9,-0.5,-1.2,0.8,0.3
NadD inh,6,5,18,-1,4,-3
SUMO1-SIM PPI,-9,3,-5,-1,-1,8
CSN deneddyl inh,4,-5,15,-1,2,6
MsrA inhibitor,1.3,0.1,-0.4,1.0,0.8,0.6
Rpn11 inh,i,.,+,i,i,i

31. CC1(C)O[C@@H]2[C@H](O1)[C@@H](COS(=O)(=O)O)O[C@H]2n1c(=S)[nH]c2c(=O)[nH]c(N)nc21
32. O=S1(=O)CC(O)C(NCc2ccco2)C1 (centres undefined)
33. COc1cc(C(=O)NNC2=NC(C)(C)Cc3cc(C)c(C)cc32)cc(OC)c1OC
34. O=C1c2ccccc2C(Nc2ccc(S(=O)(=O)N3CCCCCC3)cc2)N1c1ccccn1 (centres undefined)
35. CO/N=C/c1c(C(=O)OC)nn(-c2ccccc2)c1Cl
36. CN(/N=C/c1ccc2c(c1)OCO2)c1ccccc1

entry no.,31,32,33,34,35,36
Scp-1 inhibitor,-8,3,-4,-9,-17,-9
LMPTP block,-1.6,-1.1,-1.0,2.7,0.0,1.6
STEP inh,-2,-7,1,2,0,2
DNMT1 inh,-1,-2,1,-3,0,-5
Tb MetRS inh,0.0,-0.8,-0.8,0.0,-0.2,-0.6
NadD inh,-5,-6,-5,8,-3,3
SUMO1-SIM PPI,14,0,3,-3,-3,-1
CSN deneddyl inh,-4,-2,-1,-4,0,5
MsrA inhibitor,0.4,-0.7,1.3,0.5,-0.8,3.6
Rpn11 inh,i,i,i,i,i,i

37. COc1cc(/C=N/Nc2ccc(Cl)c(C(=O)O)c2)ccc1OC(=O)c1cccs1
38. CCOC(=O)C1CCCCN1C(=O)CCn1nnnc1CN1CCOCC1 (centres undefined)
39. CCOc1cccc(C(=O)NC(=S)Nc2cccc(C)c2)c1
40. O=C(NCc1csc(-c2cccs2)n1)Nc1ccc(F)cc1F
41. Cc1cc(Nc2c(C)cccc2C)n2nc(C)nc2n1
42. C=CCOc1c(Br)cc(/C=C(\C#N)C(N)=O)cc1OC

entry no.,37,38,39,40,41,42
Scp-1 inhibitor,0,-3,-8,-8,-1,-7
LMPTP block,-0.8,-0.7,1.6,0.0,-1.1,0.5
STEP inh,-1,-1,2,0,0,2
DNMT1 inh,-2,4,-2,-3,-1,3
Tb MetRS inh,-0.1,0.3,-0.2,-0.7,-0.3,0.1
NadD inh,1,-4,-9,-4,4,-3
SUMO1-SIM PPI,11,1,1,-17,6,-6
CSN deneddyl inh,-1,4,0,-3,2,1
MsrA inhibitor,3.1,-0.3,0.5,-0.2,-0.6,1.4
Rpn11 inh,i,i,i,i,i,i

43. Cc1c(C(=O)N(Cc2cccc(Br)c2)C2CCS(=O)(=O)C2)oc2ccccc12 (centres undefined)
44. CC1=NN(C(=O)c2nn(C)cc2Br)C(O)(C(F)(F)F)C1 (centres undefined)
45. COc1ccc(C(NC(=O)C2CCN(CCCc3ccccc3)CC2)c2ccccn2)cc1 (centres undefined)
46. CCOC(=O)CCCCCC(=O)Nc1ccc2c(c1)C(=O)N([C@@H](C)CO)C[C@@H](C)[C@H](CN(C)S(=O)(=O)c1cccs1)OCCCC[C@H](C)O2

entry no.,43,44,45,46
Scp-1 inhibitor,-10,-4,.,.
LMPTP block,1.9,-1.3,-1.6,-0.4
STEP inh,0,0,3,3
DNMT1 inh,-3,4,5,0
Tb MetRS inh,-0.8,-0.8,-0.1,-0.1
NadD inh,-4,-4,-7,-2
SUMO1-SIM PPI,2,1,3,-10
CSN deneddyl inh,1,-3,-3,-1
MsrA inhibitor,0.3,-1.0,.,-0.2
Rpn11 inh,i,i,i,i
